PolyA inhibitor: inhibitors of polyadenylation in S. cerevisiae; S. cerevisiae SKY197-pL101 polyadenylation reporter, beta-gal luminescence; efflux-impaired pdr1/pdr3 knockout yeast; score 100 = 6 SD above DMSO; calls only at 12 µM; 300,000 tested, 0.02% active;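 active = lowest replicate activity score at least 50, where 100 means six control SD above control mean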;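 also: yeast exposed to compound for 9 h at 30 °C; higher score means more reporter readthrough which indicates perturbed polyadenylation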
GSK3beta inhib: blocks human GSK3beta kinase activity. P49841. GST-GSK3beta kinase, ADP-Glo luminescence, 60 min; stronger effect = lower value. activity score (negative = inhibition), % at 10 µM. 300,000 tested, 0.038% active. AID 2097;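 active = more than half of replicate wells score below -50%, meaning over 50% inhibition versus plate controls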;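 also: 0% = median DMSO wells and -100% = median GW8510 positive control wells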
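Test system – GST-tagged human GSK3beta kinase, cell-free · Incubation – 60 min enzyme reaction, room temperature · Signal – ADP-Glo luminescence · Also added – peptide substrate and ATP at 25 µM · Controls – DMSO neutral wells and GW8510 at 20 µM as positive · Buffer or medium – Tris/MgCl2 kinase buffer · Measure – Luminescence-derived activity versus plate DMSO and GW8510 wells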
GSK3 alpha inh: blocks human GSK-3 alpha kinase; ADP-Glo luminescence, 60 min; inhibition, % at 10 µM; AID 2650; 320,000 tested, 0.1% active;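 in the data active = inhibition above about 50%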;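 also: GST-tagged GSK-3 alpha with peptide substrate and 25 µM ATP; 0% = DMSO neutral wells and 100% = GW8510 positive control wells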
KCNK9 inh: human KCNK9 channel inhibition | Q9NPC2 | HEK293 KCNK9, FluxOR thallium flux fluorescence; stronger effect = lower value | B-score at 10 µM | 310,000 tested, 1.2% active | AID 488922;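 active = ratio B-score over 3 SD below the library mean, with starting fluorescence within 5 SD of its mean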;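 also: negative B-score means less thallium flux so channel inhibition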
hERG rescue: shields human hERG channel from block by proarrhythmic agents | Q12809 | CHO-hERG, FluxOR thallium flux, dofetilide IC70 present | activation (rescue from dofetilide block), less the hit threshold, % at 10 µM | 310,000 tested, 0.51% active | AID 1511;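 active = activation above the mean of controls blocked by dofetilide plus 5 SD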;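 also: thallium influx through hERG after potassium depolarization seen as dye fluorescence rise; in these data hits start at about 4.7%; inactives centre near -7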
Target sequence (Q12809 whole entry, looked up): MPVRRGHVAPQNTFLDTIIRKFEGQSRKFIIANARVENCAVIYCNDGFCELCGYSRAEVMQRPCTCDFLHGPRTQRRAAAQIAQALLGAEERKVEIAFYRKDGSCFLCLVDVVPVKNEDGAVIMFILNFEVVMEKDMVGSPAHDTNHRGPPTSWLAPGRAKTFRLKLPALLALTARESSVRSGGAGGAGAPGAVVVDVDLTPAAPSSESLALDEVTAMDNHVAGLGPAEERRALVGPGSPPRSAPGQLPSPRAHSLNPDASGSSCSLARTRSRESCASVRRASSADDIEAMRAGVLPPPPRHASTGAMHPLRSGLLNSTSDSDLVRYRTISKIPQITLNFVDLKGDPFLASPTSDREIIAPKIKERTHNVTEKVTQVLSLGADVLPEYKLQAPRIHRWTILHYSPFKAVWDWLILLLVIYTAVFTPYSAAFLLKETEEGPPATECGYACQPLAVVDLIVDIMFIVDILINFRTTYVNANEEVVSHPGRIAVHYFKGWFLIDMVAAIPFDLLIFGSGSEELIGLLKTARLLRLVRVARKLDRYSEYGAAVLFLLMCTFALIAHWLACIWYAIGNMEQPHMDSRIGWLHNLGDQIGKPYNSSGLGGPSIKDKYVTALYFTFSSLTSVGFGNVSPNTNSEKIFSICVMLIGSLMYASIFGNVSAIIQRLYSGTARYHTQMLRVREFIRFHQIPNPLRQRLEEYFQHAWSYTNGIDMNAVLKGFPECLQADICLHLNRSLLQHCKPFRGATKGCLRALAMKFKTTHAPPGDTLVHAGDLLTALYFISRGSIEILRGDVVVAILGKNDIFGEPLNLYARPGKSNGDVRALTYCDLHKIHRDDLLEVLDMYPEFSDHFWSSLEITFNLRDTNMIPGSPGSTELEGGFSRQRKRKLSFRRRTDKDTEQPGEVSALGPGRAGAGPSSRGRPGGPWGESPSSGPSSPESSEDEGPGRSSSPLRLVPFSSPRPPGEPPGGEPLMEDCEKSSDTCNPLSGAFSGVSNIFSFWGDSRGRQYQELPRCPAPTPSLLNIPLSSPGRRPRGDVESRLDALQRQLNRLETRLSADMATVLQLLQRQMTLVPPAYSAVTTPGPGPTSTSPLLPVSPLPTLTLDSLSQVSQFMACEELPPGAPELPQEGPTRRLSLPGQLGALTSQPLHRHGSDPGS
KCNQ1 inh: human KCNQ1 channel inhibition. CHO-K1 KCNQ1, FluxOR thallium flux fluorescence; stronger effect = higher value. B-score at 10 µM. 310,000 tested, 1.3% active. AID 2642;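 active = compounds whose thallium flux B-score, printed positive for inhibition, exceeds three library SD while starting fluorescence stays within three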;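 also: channel opened by potassium depolarization with thallium stimulus after 20 min compound exposure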
HDAC3 inh: blocks human histone deacetylase 3; O15379; recombinant HDAC3, fluorogenic peptide/trypsin coupled, fluorescence; inhibition, % at 8.3 µM; 320,000 tested, 0.15% active; AID 2718; in the data active = inhibition above about 26%, passing the limit was not always enough
KCNQ1 pot: potentiators or activators of human KCNQ1 potassium channel | CHO-K1 KCNQ1, thallium flux FluxOR fluorescence; stronger effect = higher value | P51787 | B-score at 10 µM | 310,000 tested, 0.35% active;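 active = fluorescence ratio B-score, a plate-corrected score, at least three library SD, with initial intensity B-score within 5 SD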
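Assay system: CHO-K1 cells stably expressing KCNQ1; Medium: assay buffer with matched DMSO; Also added: K+/Tl+ depolarizing stimulus; Dosing: single dose; Timing: dye 90 min, compound 20 min, room temperature; Measured by: kinetic FluxOR thallium fluorescence, 10-s 1-Hz baseline, 110-s post-stimulus read; Read-out: peak-minus-minimum fluorescence over initial fluorescence, negative-control normalized, B-scored.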
DYRK1A inh: blocks rat Dyrk1A kinase activity; inhibition, % at 12.5 µM; ADP-Glo luminescence, NFATc1 peptide; AID 504441; 310,000 tested, 0.43% active; Q63470; in the data active = inhibition above about 50%;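 also: plate controls were vehicle with enzyme for no effect and no enzyme for full effect; many of its hits are not listed in these tables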
KCNK3 inh: human KCNK3 channel inhibition, primary screen; B-score at 10 µM; 340,000 tested, 0.84% active; CHO-KCNK3 thallium flux, FluxOR fluorescence; stronger effect = lower value; O14649; AID 602410;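 active = B-score under library mean minus 4 SD, starting fluorescence ratio at most library mean plus 5 SD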;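 also: more negative B-score means stronger inhibition of thallium flux through KCNK3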
RGS4 pot: RGS4 potentiation or activation; HEK293 M3R/inducible RGS4, carbachol calcium flux Fluo4; stronger effect = lower value; B-score at 10 µM; 310,000 tested, 0.92% active;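 active = B-score of the integrated calcium signal more than 4 SD below the library mean, with starting fluorescence not abnormally high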;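 also: negative B-score means reduced calcium response which marks RGS4 activation or potentiation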
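test system = HEK293 cells with stable M3R and inducible RGS4 | schedule = recording 10 s baseline at 1 Hz, 100 s post-agonist | technique = Fluo4-AM (2 µM) calcium-flux fluorescence, kinetic read | measure = Agonist-evoked peak-minus-minimum fluorescence over baseline, integrated ratio, B score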
* marks the source's active call; other numbers are inactive results; i = inactive; x = no result given. Some of the compounds tested; count on the stated rates, not on these rows.

cpd	canonical_smiles	KCNQ1 pot	GSK3 alpha inh	PolyA inhibitor	KCNK3 inh	RGS4 pot	hERG rescue
1	O=C(CSc1ncn[nH]1)Nc1nc(-c2ccccc2)cs1	i	-3	i	i	i	-7
2	Cc1sc2ccccc2[n+]1CC(=O)c1ccccc1	i	2	i	i	i	-11
3	CCOc1ccc(-c2cc(C(=O)N/N=C/c3ccc(O)cc3)c3ccccc3n2)cc1	i	-2	i	i	i	-10
4	COc1ccccc1NC(=O)Cc1cccc2ccccc12	i	-2	i	i	i	-3
5	Cc1cc(C)c(OCC(=O)N(Cc2cccs2)C2CCS(=O)(=O)C2)c(C)c1 (centres undefined)	i	3	i	i	i	-7
6	Cc1ccccc1C(=O)NCCOc1ccccc1Cl	i	x	i	i	i	0
7	Cc1cccc(N2CCN(C(=O)c3cc(S(=O)(=O)N4CCCC4)cn3C)CC2)c1C	i	-2	i	i	i	-10
8	O=C1CCc2cc(S(=O)(=O)N3CCN(Cc4ccc5c(c4)OCO5)CC3)ccc2N1	i	5	i	i	i	-12

cpd	HDAC3 inh	DYRK1A inh	GSK3beta inhib	KCNQ1 inh	KCNK9 inh
1	1	7	4	i	i
2	9	-4	0	i	i
3	7	-2	0	i	i
4	-1	-4	-1	i	i
5	-1	-1	0	i	i
6	0	14	0	i	i
7	5	3	1	i	i
8	-1	-4	2	i	i

(more compounds)
cpd	canonical_smiles	KCNQ1 pot	GSK3 alpha inh	PolyA inhibitor	KCNK3 inh	RGS4 pot	hERG rescue
9	O=C(c1ccc(Br)o1)N1CCN=C1SCc1cccc(F)c1	i	0	i	i	i	-7
10	N#Cc1ccccc1NC(=O)CSc1cn[nH]n1	i	1	i	i	i	-5
11	O=C(C1CCCO1)N(c1cccc(Cl)c1)C1C=CS(=O)(=O)C1 (centres undefined)	i	-3	i	i	i	-2
12	COc1ccccc1C(=O)NNC(=O)C(=O)NC(C)C	i	-3	i	i	i	-5
13	Cc1ccccc1C(=O)Nc1ccccc1N1CCCCC1	i	0	i	i	i	-11
14	CCOC(=O)n1c(=O)oc2cc(S(=O)(=O)N3CCCCC3)ccc21	i	-1	i	i	i	-11
15	Cc1cc(CNC(=O)c2cc(COc3c(F)cccc3F)on2)nn1C	i	-2	i	i	i	-10
16	Cc1ccc(N)cc1NC(=O)CN1CCOCC1	i	0	i	i	i	-5

cpd	HDAC3 inh	DYRK1A inh	GSK3beta inhib	KCNQ1 inh	KCNK9 inh
9	-1	-10	-2	i	i
10	-2	15	-2	i	i
11	2	-2	3	i	i
12	3	1	1	i	i
13	11	0	2	i	i
14	6	0	7	i	i
15	x	-4	-26	i	i
16	5	-4	4	i	i

Remaining list, next part:
cpd	canonical_smiles	KCNQ1 pot	GSK3 alpha inh	PolyA inhibitor	KCNK3 inh	RGS4 pot	hERG rescue
17	CC(=O)Nc1ccc(C(=O)NCCN2CCOCC2)cc1	i	-1	i	i	i	-1
18	COC(C)(C)[C@H](O)COc1c2ccoc2cc2oc(=O)ccc12	i	3	i	i	i	-4
19	CNCC(=O)N1CCN(c2ncc(C(F)(F)F)cc2Cl)CC1	i	-3	i	i	i	-5
20	O=C(COC(=O)c1cc(-c2ccco2)nc2ccccc12)NCc1ccccc1	i	-1	i	i	i	-2
21	C=CCNC(=O)Nc1ccc2oc(C)nc2c1	i	2	i	i	i	-2
22	CCOc1ccccc1CNC(=O)C1CCN(c2nnc(C)c3c(C)n(-c4ccc(C)cc4)nc23)CC1	i	4	i	i	i	-11
23	C/C(=N/NC(=O)CNC(=O)C(c1ccccc1)c1ccccc1)c1ccco1	i	-2	i	i	i	-3
24	CN(C)c1nc(OCCOC(=O)COc2ccc(Cl)cc2Cl)nc(N(C)C)n1	i	-2	i	i	i	-15

cpd	HDAC3 inh	DYRK1A inh	GSK3beta inhib	KCNQ1 inh	KCNK9 inh
17	4	-3	1	i	i
18	5	35	-3	i	i
19	6	1	5	i	i
20	-1	-60	1	i	i
21	2	5	5	i	i
22	1	1	1	i	i
23	2	x	-2	i	i
24	1	-2	3	i	i

New compounds follow
cpd	canonical_smiles	KCNQ1 pot	GSK3 alpha inh	PolyA inhibitor	KCNK3 inh	RGS4 pot	hERG rescue
25	CC1CC(C)CN(C(=O)CNS(=O)(=O)c2ccc(Br)s2)C1 (centres undefined)	i	-6	i	i	i	2
26	CCOP(=O)(OCC)C(NC(=O)Nc1ccc(C)c(Cl)c1)c1ccccc1 (centres undefined)	i	x	i	i	i	-5
27	CC(C)CN1C(=O)CC(Sc2ccccc2C(=O)O)C1=O (centres undefined)	i	-3	i	i	i	-10
28	CCOc1ccc(S(=O)(=O)N2CCOCC2)cc1NC(=O)CN1C(=O)NC(C)(c2ccccc2)C1=O (centres undefined)	i	-2	x	i	i	-15
29	Cc1nn(C)c(C)c1CN(C(=O)CCc1nnc(Cc2c[nH]c3ccccc23)o1)C(C)C	i	-1	i	i	i	-19
30	O=C(c1ccc(OC2CCN(Cc3ccc(F)cc3)CC2)cc1)N1CCCC1	i	0	i	i	i	-5
31	Cc1ccc(/C=N/NC(=O)c2ccc(NC(=O)c3ccc(Cl)cc3)cc2)o1	i	0	i	i	i	-6
32	Cc1cccc(NC(=S)N/N=C(\c2ccccc2)C(C)C)c1	i	-2	i	i	i	-3

cpd	HDAC3 inh	DYRK1A inh	GSK3beta inhib	KCNQ1 inh	KCNK9 inh
25	5	-3	-1	i	i
26	7	-5	-1	i	i
27	2	-1	4	i	i
28	-4	2	-4	i	i
29	-2	6	2	i	i
30	-3	x	3	i	i
31	1	0	5	i	i
32	19	0	2	i	i

Another view of part of the listing above.
entry	Structure	KCNQ1 pot	GSK3 alpha inh	PolyA inhibitor	KCNK3 inh	RGS4 pot	hERG rescue	HDAC3 inh	DYRK1A inh	GSK3beta inhib	KCNQ1 inh	KCNK9 inh
24	CN(C)c1nc(OCCOC(=O)COc2ccc(Cl)cc2Cl)nc(N(C)C)n1	i	-2	i	i	i	-15	1	-2	3	i	i
25	CC1CC(C)CN(C(=O)CNS(=O)(=O)c2ccc(Br)s2)C1 (centres undefined)	i	-6	i	i	i	2	5	-3	-1	i	i
26	CCOP(=O)(OCC)C(NC(=O)Nc1ccc(C)c(Cl)c1)c1ccccc1 (centres undefined)	i	x	i	i	i	-5	7	-5	-1	i	i
27	CC(C)CN1C(=O)CC(Sc2ccccc2C(=O)O)C1=O (centres undefined)	i	-3	i	i	i	-10	2	-1	4	i	i
28	CCOc1ccc(S(=O)(=O)N2CCOCC2)cc1NC(=O)CN1C(=O)NC(C)(c2ccccc2)C1=O (centres undefined)	i	-2	x	i	i	-15	-4	2	-4	i	i
29	Cc1nn(C)c(C)c1CN(C(=O)CCc1nnc(Cc2c[nH]c3ccccc23)o1)C(C)C	i	-1	i	i	i	-19	-2	6	2	i	i
30	O=C(c1ccc(OC2CCN(Cc3ccc(F)cc3)CC2)cc1)N1CCCC1	i	0	i	i	i	-5	-3	x	3	i	i
31	Cc1ccc(/C=N/NC(=O)c2ccc(NC(=O)c3ccc(Cl)cc3)cc2)o1	i	0	i	i	i	-6	1	0	5	i	i
32	Cc1cccc(NC(=S)N/N=C(\c2ccccc2)C(C)C)c1	i	-2	i	i	i	-3	19	0	2	i	i

Further entries
cpd	canonical_smiles	KCNQ1 pot	GSK3 alpha inh	PolyA inhibitor	KCNK3 inh	RGS4 pot	hERG rescue
33	O=C(COc1ccc(S(=O)(=O)N2CCOCC2)cc1)NCCN1CCOCC1	i	0	i	i	i	-4
34	COc1ccc(/C=N/NC(=O)c2ccc(Cn3cc([N+](=O)[O-])cn3)o2)c(OC)c1C	i	1	i	i	i	-6
35	COC(=O)c1cc(C(=O)c2cc(F)ccc2O)cn2c(=O)c3c(C)c(C)sc3nc12	i	2	i	i	-7*	-8
36	COc1ccc(Nc2nnc(SC(C(=O)Nc3ccc(OC)c(Cl)c3)c3ccccc3)s2)cc1 (centres undefined)	i	-2	i	i	i	-2
37	C=CCNC(=O)COc1coc(CN2CCN(Cc3ccccc3)CC2)cc1=O	i	-11	i	i	i	-3
38	O=C(O)c1ccc(CSc2nc3ccccc3o2)cc1	i	x	i	i	i	-2
39	CCOc1ccc(CCNC(=O)CSCc2ccc(C)cc2)cc1OCC	i	-2	i	i	i	-4
40	CCOc1ccc(NC(=O)NCCN2CCN(c3cccc(C)c3C)CC2)cc1	i	0	i	i	i	-11

cpd	HDAC3 inh	DYRK1A inh	GSK3beta inhib	KCNQ1 inh	KCNK9 inh
33	4	2	2	i	i
34	4	-1	-2	i	i
35	-4	1	1	i	i
36	13	4	-1	i	i
37	1	-6	2	i	i
38	-12	2	0	i	i
39	0	-6	-3	i	i
40	-2	6	-10	i	i

Other structures follow.
cpd	canonical_smiles	KCNQ1 pot	GSK3 alpha inh	PolyA inhibitor	KCNK3 inh	RGS4 pot	hERG rescue
41	CCn1c(=O)cc(OCC(=O)NCC2CCCO2)c2ccccc21 (centres undefined)	i	0	i	i	i	-18
42	C=CCN1C(=O)C(Cc2ccc(SC(F)F)cc2)SC1=Nc1ccc(C(=O)O)cc1 (centres undefined)	i	-4	i	i	i	-7
43	CCc1cc(=O)oc2c3c(cc(OCC(=O)NCCCn4ccnc4)c12)OC(C)(C)CC3	i	0	i	i	i	-10
44	O=C(CSc1ncn[nH]1)NCCOc1ccccc1	i	3	i	i	i	1
45	Cc1ccc(C(C)(O)CS(=O)(=O)Cc2ccccc2Cl)cc1 (centres undefined)	i	1	i	i	i	-14

cpd	HDAC3 inh	DYRK1A inh	GSK3beta inhib	KCNQ1 inh	KCNK9 inh
41	-2	17	1	i	i
42	2	0	2	i	i
43	-116	14	2	i	i
44	-11	9	-1	i	i
45	-8	-1	1	i	i

Assay outcomes from PubChem.
